# ERp5 inh – inhibitors of human ERp5 | ERp5 insulin aggregation, absorbance 650 nm, 90 min | hit rate 0.05% among 350,000 | Q15084 | inhibition, % at 9.99 µM;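 active = mean replicate inhibition above about 25%, with every replicate also reaching it, limit read from the data, passing the limit was not always enough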
# RAD52 inh – inhibitors of human RAD52 DNA annealing; P43351; recombinant RAD52 DNA annealing, FRET fluorescence; inhibition, % at 18.7 µM; hit rate 0.46% among 360,000; AID 651710;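 active = every replicate showing at least 50% inhibition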
# PglD DTNB – blocks C. jejuni PglD acetyltransferase activity; purified PglD enzyme, DTNB colorimetric CoA detection; inhibition, % at 12.5 µM; hit rate 0.098% among 360,000; AID 602405; in the data active = inhibition above about 16%, passing the limit was not always enough; also: strong numbers were not always called active
# CASP6 VEID inh – caspase-6 (human) enzyme inhibition | inhibition, % at 12.5 µM | purified caspase-6, Z-VEID-R110 cleavage fluorescence | hit rate 0.53% among 350,000 | AID 686996 | P55212;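 active = mean inhibition across replicates at least about 35%, with every replicate also reaching that limit, limit read from the data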;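 also: 0% = median of neutral control wells and 100% = no fluorescence left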
# Target sequence (P55212 24-179 limits assumed): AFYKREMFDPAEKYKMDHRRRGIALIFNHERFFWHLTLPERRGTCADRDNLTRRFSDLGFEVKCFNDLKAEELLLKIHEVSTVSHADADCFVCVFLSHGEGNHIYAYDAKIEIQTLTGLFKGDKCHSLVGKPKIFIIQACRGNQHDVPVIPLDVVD
# Target sequence (P55212 194-293 limits assumed): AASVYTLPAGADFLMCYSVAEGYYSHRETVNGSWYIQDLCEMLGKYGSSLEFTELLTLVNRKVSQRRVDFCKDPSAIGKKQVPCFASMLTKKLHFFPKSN
# ARNT TACC3 PPI – disrupts binding between human ARNT and TACC3 | Q9Y6A5 | AlphaScreen His-ARNT PAS-B/GST-TACC3 binding, luminescence; TACC3 fragment carries E629A point mutation | inhibition, % at 9.99 µM | hit rate 0.66% among 390,000;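 active = mean inhibition of replicates at least 50% and at least half of replicates each reaching 50%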;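 also: 0% = complete ARNT plus TACC3 wells and 100% = ARNT alone without TACC3; many hits fall short of the cut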
# esBAF inh – SWI/SNF esBAF complex inhibition; hit rate 2% among 350,000; reporter increase, % at 12.5 µM; mouse ES cells, Bmi1-luciferase knock-in reporter, 24 h; 100% = twice the neutral-well signal; AID 602393; in the data active = activation above about 40%;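 also: 0% = median of the plate's neutral control wells and 100% = double that signal; a rise in the Bmi1 reporter signal indicates esBAF inhibition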
# RAD54 branch – RAD54 (human) branch migration inhibition; RAD54 Holliday junction branch migration, FAM/BHQ fluorescence; Q92698; inhibition, % at 10.4 µM; hit rate 0.14% among 360,000;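 active = mean normalized replicate activity at least 40 and at least half of replicates scoring 40 or more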;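 also: 0% = median of neutral control wells and 100% = median of positive control wells; inhibitors cause a drop in the FAM fluorescence signal; in these data hits start at about 50%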
# E-sel inducer – induces E-selectin expression in human endothelial cells; P16581; HUVEC E-selectin immunofluorescence imaging; normalized: neutral wells 0, TNF-alpha wells 100; activation, % at 7.58 µM; hit rate 0.37% among 260,000;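 active = mean E-selectin-positive cell signal at least 10% of the positive control, reached in at least 60% of replicates, without over 20% cell loss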;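 also: in these data hits start at about 27%; measured in HUVEC primary endothelial cells; signal is the percent of cells scored E-selectin positive by PE staining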
# Target sequence (P16581 whole entry, looked up): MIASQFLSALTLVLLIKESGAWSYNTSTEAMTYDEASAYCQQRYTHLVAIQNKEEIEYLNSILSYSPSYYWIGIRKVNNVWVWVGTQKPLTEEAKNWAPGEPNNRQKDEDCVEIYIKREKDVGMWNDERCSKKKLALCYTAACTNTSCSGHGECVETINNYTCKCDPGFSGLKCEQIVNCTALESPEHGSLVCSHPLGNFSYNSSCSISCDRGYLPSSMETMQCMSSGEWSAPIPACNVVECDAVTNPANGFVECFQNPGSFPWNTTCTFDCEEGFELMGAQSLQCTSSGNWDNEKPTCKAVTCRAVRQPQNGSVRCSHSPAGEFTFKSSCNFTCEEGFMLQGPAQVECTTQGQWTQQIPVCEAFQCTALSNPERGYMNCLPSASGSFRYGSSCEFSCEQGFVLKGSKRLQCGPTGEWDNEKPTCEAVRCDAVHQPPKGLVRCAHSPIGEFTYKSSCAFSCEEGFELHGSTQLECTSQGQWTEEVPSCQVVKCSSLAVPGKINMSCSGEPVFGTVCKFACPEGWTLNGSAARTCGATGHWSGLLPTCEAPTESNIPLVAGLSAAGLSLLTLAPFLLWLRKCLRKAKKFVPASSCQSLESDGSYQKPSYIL
#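 Assay system: HUVEC, human umbilical vein endothelial cells / Amount: 3,000 HUVEC/well / Controls: TNF-alpha positive control, DMSO neutral control / Compound dosing: single concentration / Medium: EGM-2 over gelatin coat / Evaluation: percent E-selectin-positive cells / Signal: immunofluorescence imaging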
# * hit, by the source's call; nt = not tested or not shown; & = joins results of further samples.
SMILES | ERp5 inh | RAD52 inh | PglD DTNB | CASP6 VEID inh | ARNT TACC3 PPI | esBAF inh | RAD54 branch | E-sel inducer
CC(=O)NN1C(=O)/C(=C\c2ccc(Cl)cc2)SC1=S | -3 | -17 | nt | 11 | 1 | -8 | nt | 0.0
N#C[C@H]1[C@H](c2ccc(-c3cccc(F)c3)cc2)[C@@H](CO)N1C(=O)NC1CCCCC1 | -1 | -77 | nt | 2 | nt | nt | nt | -0.2
Cc1c(C(=O)NCCc2ccc(S(N)(=O)=O)cc2)cccc1[N+](=O)[O-] | 4 | -16 | nt | -1 | 11 | -4 | nt | nt
COc1ccc(COC(=O)CCNC(=O)c2ccc(Cl)cc2)cc1 | -6 | -6 | -4 | -1 | 3 | nt | -3 | -2.2
C[C@@H]1CN([C@@H](C)CO)C(=O)c2cc(NS(=O)(=O)c3ccccc3)ccc2O[C@H]1CN(C)S(=O)(=O)c1cn(C)cn1 | 3 | -3 | 3 | 0 | -5 | 2 | 4 | -0.5
CC(C)(C)c1ccc(Oc2ccc(NC(=O)C3CC=CCC3C(=O)O)cc2)cc1 (stereo unspecified) | 2 | -5 | -5 | 1 | 1 | -22 | 0 | 3.8
COc1ccccc1-c1nnc(SCc2ccccn2)n1C | nt | nt | 62* | nt | -5 | 0 | -6 | nt
COc1ccc(-n2ccnc(SCC(=O)NC3CCCCC3)c2=O)cc1 | nt | nt | 1 | nt | -2 | 8 | 10 | nt

# In the list so far, 3 contain an aryl methoxy group.
SMILES | ERp5 inh | RAD52 inh | PglD DTNB | CASP6 VEID inh | ARNT TACC3 PPI | esBAF inh | RAD54 branch | E-sel inducer
COc1ccc(COC(=O)CCNC(=O)c2ccc(Cl)cc2)cc1 | -6 | -6 | -4 | -1 | 3 | nt | -3 | -2.2
COc1ccccc1-c1nnc(SCc2ccccn2)n1C | nt | nt | 62* | nt | -5 | 0 | -6 | nt
COc1ccc(-n2ccnc(SCC(=O)NC3CCCCC3)c2=O)cc1 | nt | nt | 1 | nt | -2 | 8 | 10 | nt

# Going on with the list.
SMILES | ERp5 inh | RAD52 inh | PglD DTNB | CASP6 VEID inh | ARNT TACC3 PPI | esBAF inh | RAD54 branch | E-sel inducer
CCOC(=O)c1c(C)[nH]c2cc(Br)c(O)cc12 | nt | nt | 3 | nt | 0 | 54* | -1 | nt
Fc1ccc(C2CCCN2Cc2nc(-c3cnccn3)no2)cc1 (stereo unspecified) | -2 | -22 | nt | -1 | -1 | nt | nt | nt
CC(=O)Oc1ccc(-c2cccc(C(=O)OCC(=O)N(C)c3ccccc3)c2)cc1 | 1 | -3 | -3 | -2 | 2 | nt | -5 | 0.0
COc1ccc(C#Cc2ccc([C@H]3[C@H](CO)N4C(=O)CN(C(=O)c5ccncc5)C[C@@H]34)cc2)cc1 | -13 | -21 | nt | 1 | nt | nt | nt | 0.7
CC(C)C(=O)N1CCN(c2ccc(NC(=O)c3ccc(Br)o3)cc2)CC1 | nt | nt | -6 | nt | 3 | 11 | 10 | nt
Cc1ccccc1N(CC(=O)N1CCc2ccccc2C1)S(C)(=O)=O | 1 | -10 | -5 | -3 | -1 | -8 | 5 | nt
COc1ccc(C(=O)NC2CC2)cc1OC1CCN(Cc2cnn(C)c2C)CC1 | 3 | 1 | 1 | 1 | 0 | -3 | -6 | 0.7
Cc1ccc(-n2c(Cc3cccn3C)nnc2SCC(=O)Nc2ccc3c(c2)OCO3)cc1 | 4 | -30 | -2 | 4 | 14 | -4 | -3 | nt
COc1ccc(CN(C)C[C@H]2Oc3ccc(NS(=O)(=O)c4ccccc4)cc3CC(=O)N([C@H](C)CO)C[C@@H]2C)cc1 | 1 | 15 | nt | 3 | nt | nt | nt | -0.5
C=C1CC(Cn2cc(Br)c(=O)[nH]c2=O)(c2ccc(-c3ccccc3)cc2)OC1=O (stereo unspecified) | -3 | 8 | nt | 8 | -31 | nt | nt | nt
CCN(CC)CCOC(=O)C1(c2ccc([N+](=O)[O-])cc2)CCCC1 | -2 | -2 | 1 | 1 | -4 | 2 | -11 | 0.0
CCOC(=O)c1cc(C(C)=O)c(=O)[nH]c1C | -2 | -16 | 5 | -1 | -3 | -5 | -2 | nt
COc1ccc2c3c(n(C)c2c1)[C@H](CO)N(C(=O)CN1CCOCC1)CC31CCN(Cc2ccncc2)CC1 | 9 | 0 | nt | -2 | nt | nt | nt | -0.1
COc1ccc2c3c([nH]c2c1)[C@H](CO)N(Cc1ccc(Cl)cc1)CC31CN(Cc2nccs2)C1 | 10 | 23 | nt | -2 | nt | nt | nt | 0.0
Cc1cc(C)c(C#N)c(SCc2ccccc2F)n1 | 8 | -16 | nt | nt | 0 | -3 | 2 | 0.1
CC(Cl)=CCn1c(NCCc2ccccc2)nc2c1c(=O)n(C)c(=O)n2C | -8 | -10 | 2 | -3 | nt | -17 | -11 | nt
COc1ccc(-c2cc(NC=O)c3ncc(-c4cnn(C)c4)n3c2)cc1 | -3 | -2 | -1 | 8 | nt | -7 | -3 | -0.1
COc1ccc(C#Cc2ccc3c(c2)[C@@H]2[C@@H](CCN2Cc2nccs2)[C@@H](CO)N3)cc1 | nt | nt | 3 | nt | 19 | 0 | 1 | 0.2
O=C(c1ccccc1Oc1ccc([N+](=O)[O-])cc1)N1CCOCC1 | -3 | -9 | -8 | 3 | -2 | -5 | 5 | -0.1
C[C@@H]1CN([C@@H](C)CO)C(=O)c2cc(NS(=O)(=O)c3cn(C)cn3)ccc2O[C@H]1CN(C)C(=O)Nc1ccccc1 | -6 | 0 | -1 | 4 | -3 | 0 | 1 | 0.0
CN(C)C(=O)c1ccc(-c2ccc3c(c2)[C@H]2[C@H](CCN2C(=O)Cc2ccccn2)[C@H](CO)N3C)cc1 | 1 | -80 | -4 | -4 | 1 | 8 | 5 | 0.0
CS(=O)Cc1cc(Oc2ccccc2)nc(-c2ccncc2)n1 (stereo unspecified) | -12 | -10 | 15 | nt | 1 | -2 | 3 | nt
CCN(C(=O)COC(=O)c1cnc(C)cn1)c1c(N)n(Cc2ccccc2)c(=O)[nH]c1=O | 0 | -6 | 0 | -2 | 1 | -5 | 4 | 1.1
COc1ccccc1-c1csc(C(O)c2ccccc2)n1 (stereo unspecified) | -1 | -6 | 4 | 1 | nt | 1 | 2 | nt
Cc1nc(C(=O)NC2CCOCC2)sc1C1(C)CC(c2cccc([N+](=O)[O-])c2)=NO1 (stereo unspecified) | 1 | -11 | -6 | -1 | 1 | 5 | 6 | -0.3
CCOC(=O)c1ccc(NC(=O)c2nc[nH]c2C(=O)N2CCN(c3ccccc3)CC2)cc1 | -2 | 4 | 1 | -4 | -1 | 10 | -4 | 0.0
COc1ccc(N(CC(=O)Nc2ccc3c(c2)OCCO3)S(=O)(=O)c2cccc(C)c2)cc1 | -2 | -5 | -4 | -1 | nt | 2 | -2 | nt
CCc1c(-c2ccccc2F)ncn1CCc1ccccc1OC | 5 | -3 | nt | 3 | nt | nt | nt | -0.3
Cc1ccc(/C=C/S(=O)(=O)NCC(=O)OCC(=O)Nc2c(F)cccc2F)cc1 | 0 | -28 | 10 | 28 | -1 | nt | -3 | -2.3
COc1cccc(-c2ccc([C@H]3[C@H]4CN(C(=O)C5CCC5)CC(=O)N4[C@H]3CO)cc2)c1 | 24 | 9 | nt | 2 | nt | nt | nt | -0.2
O=C(NCc1nc2ccccc2[nH]1)C1=C[C@H](C2CC2)C[C@H](OCCCCO)O1 | -1&-2 | 7&-17 | 3 | -4&0 | -3&0 | -3 | 9 | 0.3
CC(C)(C)c1ccc(S(=O)(=O)NC(=O)C2(C)CCN2C(=O)C2CC2)cc1 (stereo unspecified) | 1 | -3 | -4 | -2 | nt | -7 | -16 | 0.0

# Shown with two lines to a compound: part of the list above.
# The line under a structure holds: ERp5 inh | RAD52 inh | PglD DTNB | CASP6 VEID inh | ARNT TACC3 PPI | esBAF inh | RAD54 branch | E-sel inducer
- CCc1c(-c2ccccc2F)ncn1CCc1ccccc1OC
→ 5 | -3 | nt | 3 | nt | nt | nt | -0.3
- Cc1ccc(/C=C/S(=O)(=O)NCC(=O)OCC(=O)Nc2c(F)cccc2F)cc1
→ 0 | -28 | 10 | 28 | -1 | nt | -3 | -2.3
- COc1cccc(-c2ccc([C@H]3[C@H]4CN(C(=O)C5CCC5)CC(=O)N4[C@H]3CO)cc2)c1
→ 24 | 9 | nt | 2 | nt | nt | nt | -0.2
- O=C(NCc1nc2ccccc2[nH]1)C1=C[C@H](C2CC2)C[C@H](OCCCCO)O1
→ -1&-2 | 7&-17 | 3 | -4&0 | -3&0 | -3 | 9 | 0.3
- CC(C)(C)c1ccc(S(=O)(=O)NC(=O)C2(C)CCN2C(=O)C2CC2)cc1 (stereo unspecified)
→ 1 | -3 | -4 | -2 | nt | -7 | -16 | 0.0

# (list continues)
SMILES | ERp5 inh | RAD52 inh | PglD DTNB | CASP6 VEID inh | ARNT TACC3 PPI | esBAF inh | RAD54 branch | E-sel inducer
O=C(c1ccc(F)cc1)N1CC(=O)N2[C@H](CO)[C@@H](c3ccc(-c4cccnc4)cc3)[C@H]2C1 | 10 | 2 | nt | 2 | nt | nt | nt | -0.2
CCNC(=O)[C@H]1[C@H](CO)[C@H]2Cn3c(ccc(-c4cccc(F)c4)c3=O)[C@H]2N1C(=O)Cc1cccnc1 | 4 | 14 | 4 | 2 | 2 | -4 | 8 | 0.1
NS(=O)(=O)c1ccc(CCNC(=O)CCS(=O)(=O)c2ccc(Br)cc2)cc1 | -2 | -8 | 2 | 79* | -9 | 8 | -5 | 0.0
COc1ccc2[nH]c3c(=O)n(Cc4ccc(C(=O)N5CCCC5)cc4)c(=S)[nH]c3c2c1 | 8 | -8 | nt | 0 | 7 | nt | nt | 0.7
COC(=O)c1ccc2nc(-c3ccc(C)cc3)c(Cc3cccc(F)c3)n2c1 | -3 | -58 | nt | -1 | nt | nt | nt | 0.1
CN(C)C(=O)c1ccc(-c2ccc([C@@H]3[C@@H](CO)N4C(=O)CN(C(=O)C5CCC5)C[C@H]34)cc2)cc1 | 4 | -7 | nt | 1 | nt | nt | nt | 0.1
CN1C(=O)c2cc(NS(C)(=O)=O)ccc2OC[C@@H]2O[C@@H](CC(=O)NCc3ccccc3)CC[C@H]21 | 6 | 1 | -46 | 0 | -10 | -5 | 5 | 0.2
CCOC(=O)COc1ccc(Br)cc1/C=C/c1[nH]c(=O)[nH]c(=O)c1[N+](=O)[O-] | -3 | -5 | 5 | 40* | nt | 0 | 5 | nt
CC(C)OCCCN1C=C2C(=O)C(C)(OC(=O)CCc3ccccc3)C(=O)C=C2C=C1c1ccc(C#N)cc1 (stereo unspecified) | 1 | -13 | nt | 10 | nt | nt | nt | 0.1
CCOc1ccc2[nH]c(=O)c(CN(Cc3ccco3)C(=O)c3cccc(F)c3)cc2c1 | nt | nt | -10 | nt | -1 | 11 | -7 | nt
C[C@H]1CN(c2ccccc2)C(=O)[C@@H]1CC(=O)Nc1ccccc1 | 0 | -3 | nt | -2 | nt | -7 | nt | 0.0

# Source: PubChem (Broad Institute)
